Screening data (PubChem BioAssay)
TrxR1 inh = inhibitors of rat thioredoxin reductase 1; recombinant rTrxR1, NADPH fluorescence consumption, selenite substrate; 390,000 tested, 1% active; Potency, µM (top dose mostly 114 µM), inactives show at the top dose activity change, negative = inhibition, most hits filed as inhibitors; AID 588453; also: potency is read from the fitted curve at half-maximal effect; % is scaled to controls: 0 for no effect and ±100 for the full control effect; nearly all actives have a fitted effect of over 65% in size
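Rat TrxR1 (90 nM in the dispensed reagent) was pre-reduced with 400 uM NADPH for 5 min at room temperature, then incubated with compound for 15 min. After 400 uM selenite was added, NADPH fluorescence (Ex 340/Em 450 nm) was followed for 8 min.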
TrxR1 substrate = substrates of rat thioredoxin reductase 1. purified TrxR1 substrate turnover, NADPH consumption readout. 390,000 tested, 0.01% active. O89049. AID 588456. Potency, µM (top dose mostly 114 µM), without a hit: at the highest dose activity change, negative = substrate turnover; also: potency is read from the fitted curve at half-maximal effect; % is scaled to controls: 0 for no effect and ±100 for the full control effect; nearly all actives have a fitted effect of over 50% in size
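Rat TrxR1, dispensed at 90 nM, was prereduced with 400 uM NADPH (final) for 5 min at ~22 deg C, then incubated with compound 15 min before 400 uM selenite. A first-read NADPH fluorescence drop versus no-compound background flagged substrates.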
TRHR agonist = TRH receptor (human) agonism; 360,000 tested, 0.18% active; P34981; TRHR cells, calcium flux fluo-8, FDSS agonist mode; activation, % at 2 µM; in the data active = activation above about 30%; also: 0% is about no effect
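Steps: seed TRHR cells overnight; add fluo-8 no-wash Ca dye, RT 30 min–1.5 h; record 10 s baseline; pin-transfer compounds; monitor fluorescence 1 cycle/s for the agonist window. Calcium increases flag candidate agonists.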
D2 ag = agonists of human D2 dopamine receptor; P14416; HEK293 T-REx D2 cells, calcium flux agonist mode; activation, % at 2 µM; 340,000 tested, 0.53% active; AID 485358;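 active = activation over 3 SD above normal in the single-dose calcium agonist read, cut at about 30% in these data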; also: 0% is about no effect
Target sequence (P14416 whole entry, looked up): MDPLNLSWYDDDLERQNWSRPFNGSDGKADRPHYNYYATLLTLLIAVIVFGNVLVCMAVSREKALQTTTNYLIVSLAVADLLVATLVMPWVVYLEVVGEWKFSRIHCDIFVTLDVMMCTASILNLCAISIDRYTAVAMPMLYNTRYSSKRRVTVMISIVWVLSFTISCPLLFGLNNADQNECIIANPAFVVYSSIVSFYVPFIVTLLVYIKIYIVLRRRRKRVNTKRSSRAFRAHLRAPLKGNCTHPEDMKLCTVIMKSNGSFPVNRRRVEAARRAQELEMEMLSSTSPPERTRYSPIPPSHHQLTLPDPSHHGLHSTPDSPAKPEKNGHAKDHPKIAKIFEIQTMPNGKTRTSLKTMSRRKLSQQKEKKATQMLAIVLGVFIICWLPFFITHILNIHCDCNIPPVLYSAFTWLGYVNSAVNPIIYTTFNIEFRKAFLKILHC
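Agonism is scored from calcium flux in a force-coupled, inducible HEK293 cell line expressing D2, read kinetically for 180 s after compound addition against dopamine controls.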
Pin1 inh = human Pin1 inhibition; Q13526; Pin1 FP peptide displacement, HiFluor488, 10 min; Potency, µM (titrated, usually from 115 µM), inactives show at the highest dose activity, negative = inhibition, actives largely listed as inhibitors; 390,000 tested, 0.009% active; active = well fitted inhibition curve with a large enough effect in the polarisation, with a control signal flat, not every such curve was filed as active; inconclusive = small, poorly fitted or top-dose-only effect, or effect the other way, or a change in a side signal; inactive = no such curve, though single readings can be large or run the other way; the % refers to the polarisation; also: potency is read from the fitted curve at half-maximal effect; % is scaled to controls: 0 for no effect and ±100 for the full control effect
Target sequence (Q13526 whole entry, looked up): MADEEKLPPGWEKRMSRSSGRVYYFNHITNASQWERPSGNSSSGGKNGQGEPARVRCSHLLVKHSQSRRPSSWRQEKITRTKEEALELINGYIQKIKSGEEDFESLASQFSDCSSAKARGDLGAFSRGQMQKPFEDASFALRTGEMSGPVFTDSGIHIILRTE
mIDH1 inhibitor = inhibitors of human mutant IDH1 R132H; Potency, µM (top dose mostly 76.6 µM), without a hit: at the top dose activity change, negative = inhibition, most hits filed as inhibitors; O75874; 390,000 tested, 0.093% active; IDH1-R132H enzyme, NADPH consumption, diaphorase/resazurin fluorescence; also: potency is read from the fitted curve at half-maximal effect; % is scaled to controls: 0 for no effect and ±100 for the full control effect; nearly all actives have a fitted effect of over 65% in size
Target sequence (O75874 whole entry R132H, stated change not applied): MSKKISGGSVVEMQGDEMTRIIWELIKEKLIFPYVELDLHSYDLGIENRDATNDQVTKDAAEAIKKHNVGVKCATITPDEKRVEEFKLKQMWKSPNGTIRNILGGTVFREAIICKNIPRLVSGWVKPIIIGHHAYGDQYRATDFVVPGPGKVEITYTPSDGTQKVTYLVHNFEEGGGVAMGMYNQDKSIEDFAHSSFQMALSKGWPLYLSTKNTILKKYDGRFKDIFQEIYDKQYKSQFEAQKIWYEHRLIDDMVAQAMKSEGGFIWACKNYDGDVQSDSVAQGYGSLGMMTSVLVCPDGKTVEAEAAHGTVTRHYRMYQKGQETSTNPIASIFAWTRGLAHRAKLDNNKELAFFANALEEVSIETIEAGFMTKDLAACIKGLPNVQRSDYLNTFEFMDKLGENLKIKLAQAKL
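IDH1-R132H (0.5 ug/mL dispensed) in pH 7.5 Tris buffer was preincubated 30 min with compound, then given a substrate mix of 0.016 mM NADPH and 2 mM alpha-KG for 80 min at room temperature; remaining NADPH was read by diaphorase/resazurin fluorescence.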
USP1 inh = USP1/UAF1 (human) deubiquitinase inhibition. recombinant USP1/UAF1, Ub-Rhodamine cleavage fluorescence. Potency, µM (series often up to 57.1 µM), for the others: top-dose activity change, negative = inhibition, actives largely listed as inhibitors. 390,000 tested, 0.23% active. AID 743255; also: potency is read from the fitted curve at half-maximal effect; % is scaled to controls: 0 for no effect and ±100 for the full control effect; nearly all actives have a fitted effect of over 60% in size; inactives centre near -12
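In this screen, compounds sit with the deubiquitinase complex (1nM) for 15 min at room temperature before Ub-Rho is added at 150nM final. Fluorescence rise is then followed for 6 reads every 60 seconds.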
TRHR enhancer = TRH receptor (human) allosteric enhancement. enhancement, % at 2 µM. AID 493056. P34981. 360,000 tested, 0.66% active. TRHR cells, fluo-8 calcium fluorescence, EC20 TRH enhancement; in the data active = enhancement above about 30%; also: 0% is about no effect
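Enhancer read-out: after compound pinning and an initial kinetic agonist-mode read, an EC20 of TRH (10 nM final) was injected and fluo-8 calcium signal (Ex 480/Em 530) followed at 1 s/cycle for 100 cycles in TRHR-expressing cells.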
D2 antagonist = antagonists of human D2 dopamine receptor | P14416 | 340,000 tested, 2% active | inhibition, % at 10 µM | HEK293 TREx D2 cells, calcium flux, dopamine EC80 | AID 485344; in the data active = inhibition above about 30%; also: 0% is about no effect
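Read-out: kinetic calcium fluorescence (1 cycle/s) in inducible HEK293 T-REx D2 cells after an EC80 dopamine addition that followed 180 s compound preincubation. Loss of the dopamine response indicates antagonism.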
* marks the source's active call; other numbers are inactive results; ? = inconclusive; / = not tested or not shown; [ ] = another dose, or the depositor's remark. Unless noted, calls follow the shape of the dose curve; as a rule, active = well fitted inhibition curve with a large enough effect; inconclusive = small, poorly fitted or top-dose-only effect; inactive = no such curve, though single readings can be large or run the other way. Only part of the results is shown; rates above refer to the full screens.

A first look (four entries):
SMILES | TrxR1 inh | TrxR1 substrate | TRHR agonist | D2 ag | Pin1 inh | mIDH1 inhibitor | USP1 inh | TRHR enhancer | D2 antagonist
COc1ccccc1CC(Cc1nc2ccccc2[nH]1)c1nc2ccccc2[nH]1 (stereo not drawn) | -1.0% | -6.9% | 0.3 | 0.3 | -3.2% | -3.2% | -20.8% | 4.4 | -15.3
COc1cccc(C2C(=O)N(C3CCCCC3)CC(=O)N2Cc2ccc(F)cc2)c1 (stereo not drawn) | -0.6% | -4.0% | 0.0 | 1.3 | 2.4% | -0.4% | -8.0% | -2.1 | -7.1
O=C(NCCC(=O)N1CCCC(C(F)(F)F)C1)c1ccc(Br)cc1 (stereo not drawn) | -15.2% | -15.2% | -1.8 | -0.5 | -1.4% | 7.8% | -6.0% | 9.0 | -14.6
COCc1cc(=O)[nH]c2cc(NC(=O)c3cccc(OC)c3)c(C)cc12 | -2.8% | 24.7% | 0.0 | 0.6 | 15.2% | -5.0% | -7.9% | 7.8 | -2.6

All compounds of this part, from the first entry:
SMILES | TrxR1 inh | TrxR1 substrate | TRHR agonist | D2 ag | Pin1 inh | mIDH1 inhibitor | USP1 inh | TRHR enhancer | D2 antagonist
COc1ccccc1CC(Cc1nc2ccccc2[nH]1)c1nc2ccccc2[nH]1 (stereo not drawn) | -1.0% | -6.9% | 0.3 | 0.3 | -3.2% | -3.2% | -20.8% | 4.4 | -15.3
COc1cccc(C2C(=O)N(C3CCCCC3)CC(=O)N2Cc2ccc(F)cc2)c1 (stereo not drawn) | -0.6% | -4.0% | 0.0 | 1.3 | 2.4% | -0.4% | -8.0% | -2.1 | -7.1
O=C(NCCC(=O)N1CCCC(C(F)(F)F)C1)c1ccc(Br)cc1 (stereo not drawn) | -15.2% | -15.2% | -1.8 | -0.5 | -1.4% | 7.8% | -6.0% | 9.0 | -14.6
COCc1cc(=O)[nH]c2cc(NC(=O)c3cccc(OC)c3)c(C)cc12 | -2.8% | 24.7% | 0.0 | 0.6 | 15.2% | -5.0% | -7.9% | 7.8 | -2.6
Cc1ccc(N(CCC#N)C(=O)COC(=O)c2ccccn2)cc1 | -15.7% | -14.1% | 0.2 | 0.9 | -8.5% | -0.8% | -4.7% | 0.8 | 12.1
CC(C)[C@H](NC(=O)c1ccccc1)C(=O)OCC(=O)NCc1ccc2c(c1)OCO2 | -6.1%[57.1 µM] | 3.0% | / | / | -1.9% | 0.0% | -0.8% | / | /
N#Cc1c(N)c(C(=O)c2ccc(Br)cc2)n2c1CCC2 | 2.8% | 4.0%[57.1 µM] | -0.7 | -0.1 | -8.2% | 0.8% | -10.2% | 9.6 | 2.0
O=c1cc(CCc2ccccc2)oc2cccc(O)c12 | 2.9% | -1.9% | / | / | 1.0% | -9.9% | -13.5% | / | /
Cc1cccc2nc(-c3ccccn3)c(Nc3ccc(F)cc3)n12 | 8.8% | 14.0% | -1.3 | -0.5 | -0.2% | -12.6% | -24.3% | 0.9 | /
CC1=C(OC(=O)c2ccc(Br)cc2)C(C)(C)C(c2ccccc2)OC1=O (stereo not drawn) | 8.9%[57.1 µM] | 6.5%[57.1 µM] | -0.4 | 0.6 | -0.1% | 2.0% | -18.3% | 18.9 | -6.0
COc1ccccc1CNC(=O)N/C=C/c1ccc(Cl)cc1 | 18.9%[57.1 µM] | 6.7%[57.1 µM] | 0.3 | 0.7 | 1.9% | -5.5% | -13.9% | 1.6 | 17.3
COCCCn1cn[nH]c1=S | -6.4% | 4.6% | 0.0 | 0.5 | 2.2% | -3.5% | -21.6% | -0.9 | 1.1
COC(=O)C1CC2=C(CCC2=O)N(c2ccccc2)C1=O (stereo not drawn) | -12.5% | 1.1% | / | / | -0.4% | 7.1%[38.3 µM] | -18.2% | / | /
Cc1ccc(NC(=O)Nc2cccnc2)cc1Cl | -0.6% | -11.6% | 1.2 | 0.5 | -11.9% | 0.0% | -17.5% | 3.2 | -20.2
O=C(c1ccc2nc[nH]c2c1)N1CCc2ccccc2C1 | 24.1%[57.1 µM] | 1.9%[57.1 µM] | 0.8 | -0.5 | 1.8% | -2.1% | -7.4% | 1.7 | 35.1*
CCc1cccc(CC)c1NC(=S)NCCc1c(C)[nH]c2ccc(C)cc12 | -4.4% | -5.9% | -0.1 | 0.7 | 7.8% | 3.5% | -26.9% | -1.5 | 0.6
COc1ccc(N2C(=O)CCC(C(=O)Nc3cccc(C)n3)C2c2ccc(OC)c(OC)c2)cc1 (stereo not drawn) | 17.1%[57.1 µM] | 11.4%[57.1 µM] | -1.5 | -0.7 | -5.6% | 6.1% | -8.2% | -4.3 | 8.7
COc1cccc(NC(=O)CN(c2ccc3c(c2)OCO3)S(C)(=O)=O)c1 | 26.3%[57.1 µM] | 8.8%[57.1 µM] | -0.9 | 0.3 | -2.9% | 22.2% | -22.9% | -2.9 | 8.4
COc1cccc2cc(C(=O)N(C)C3CCN(C)CC3)c(=O)oc12 | -9.3% | -5.6% | 0.5 | -0.3 | -2.8% | 4.5% | -2.7% | 5.3 | 1.6
CC(C)(C)OC(=O)N1CCCN(C(=O)Nc2ccc(C(F)(F)F)cc2)CC1 | 3.0% | 2.3% | -0.8 | -0.8 | 10.6% | 0.0% | -19.5% | -8.6 | -7.4
O=C(NNc1cccc(Cl)n1)Nc1ccc(Cl)cc1 | 1.8% | -1.8% | -0.6 | 0.8 | 11.3% | 1.8% | -15.4% | -2.2 | 4.9
CC(C)S(=O)(=O)c1oc(-c2ccc(F)cc2)nc1S(=O)(=O)c1ccccc1 | 0.316µM* | 11.1% | 1.0 | 6.1 | / | 17.4% | ? | 0.5 | /
COc1cccc(CC(=O)Nc2ccc(-c3nc4ccccc4s3)cc2Cl)c1 | 12.4%[57.1 µM] | 3.7%[57.1 µM] | 0.9 | -0.1 | -6.2% | 9.6% | -18.2% | 0.4 | /
CC(C)C12CN3CC(C(C)C)(CN(C1)C3c1ccc(OCc3ccccc3)cc1)C2=O (stereo not drawn) | 15.6% | -3.0% | 1.0 | 1.9 | -12.0% | -16.3% | -11.7% | -3.6 | /
CCc1ccccc1NC(=O)CCNS(=O)(=O)c1ccc2c(c1)CCCC(=O)N2 | 25.6% | 3.0% | 1.0 | 0.1 | -7.1% | -0.9% | -28.3% | -10.9 | /

Other compounds.
SMILES | TrxR1 inh | TrxR1 substrate | TRHR agonist | D2 ag | Pin1 inh | mIDH1 inhibitor | USP1 inh | TRHR enhancer | D2 antagonist
Cc1ccc(CNC(=O)CN(c2cccc([N+](=O)[O-])c2)S(C)(=O)=O)cc1 | 12.4%[57.1 µM] | 0.8%[57.1 µM] | -0.1 | -0.2 | -0.3% | -5.4% | -12.5% | -3.1 | -8.2
COCCCNC(=O)C1CCN(c2nc3ccc(C)cc3[nH]2)CC1 | 5.9%[57.1 µM] | 2.3%[57.1 µM] | 0.2 | 0.7 | -0.8% | 10.2% | -2.9% | -1.8 | /
Cc1nn(-c2cc(N3CCCCC3)ccc2[N+](=O)[O-])c(=O)c2ccccc12 | -10.7% | -12.4% | -0.3 | 0.3 | 16.8% | -2.3% | -21.9% | -3.9 | 1.7
CCn1nc(C(=O)Nc2cccc3ccccc23)c(Cl)c1Cl | 18.2%[57.1 µM] | 14.0%[57.1 µM] | -0.8 | -2.6 | -3.5% | 14.4% | -26.5% | 0.8 | -7.0
CC(=O)Nc1sc(C)c(C)c1C(=O)Nc1ccc(C)cc1 | 17.1% | 3.6% | 0.6 | -0.1 | -4.8% | 3.3% | -13.3% | 5.1 | 12.8
CCOc1ccc(S(=O)(=O)n2nnc3ccccc32)cc1C(C)C | / | / | 0.2 | 0.2 | / | / | / | 2.1 | -10.3
CCOc1ccc(-c2nnc3ccc(SCC(=O)NCc4ccco4)nn23)cc1 | -13.4% | 15.0% | / | / | ? | -3.2% | -13.5% | / | /
COCCNC(=O)/C(C#N)=C/c1ccc(OCC(=O)NC2CCCCC2)cc1 | 2.2%[57.1 µM] | -5.8%[57.1 µM] | 0.8 | / | 1.2% | -1.3% | -8.5% | 1.0 | /
Cc1ccccc1C(=O)O/N=C(\c1ccccc1)c1ccccn1 | -12.3% | -11.4% | -2.9 | 77.1* | -7.9% | 4.9% | -2.6% | -8.4 | 72.4*
Cc1c(C(=O)NCc2ccccn2)oc2ccc(Br)cc12 | 16.1% | 8.4% | -0.2 | -0.7 | 3.9% | 2.6% | -17.7% | 1.5 | 16.5
Cc1c(CCO)c(=O)n(-c2ccccc2)n1S(=O)(=O)c1ccc(Cl)cc1 | 19.2%[57.1 µM] | 14.6%[57.1 µM] | 0.0 | 1.0 | -1.1% | -1.6% | 4.6% | -6.1 | -19.8
CCOC(=O)C1CCN(c2ncnc3c2oc2ccc(Cl)cc23)CC1 | 15.2% | 6.9% | -0.6 | 0.3 | 3.3% | 3.6% | -11.3% | -7.1 | -4.5
O=C(CNC(=O)c1ccco1)NCC(=O)OCc1ccccc1Br | -10.9% | -6.3% | -0.8 | -0.1 | 7.7% | -0.6% | 6.3% | -2.8 | -9.8
O=C(Nc1ccccc1)c1nc[nH]c1C(=O)NCCNC(=O)c1[nH]cnc1C(=O)Nc1ccccc1 | 12.7%[57.1 µM] | 7.6%[57.1 µM] | / | / | 69.6%[activator] | -6.2% | -15.1% | / | /
COc1ccc(-n2nc([N+](=O)[O-])c(=NCc3cccnc3)n2O)cc1 | -3.0% | -6.2% | -1.0 | -0.8 | 4.6% | 9.0% | -17.4% | 3.8 | -10.6
